Screening data from PubChem BioAssay.
Rev-RRE block = disrupts HIV-1 Rev binding to RRE RNA; Rev peptide-RRE RNA binding, FRET; inhibition, % at 8 µM; hit rate 0.79% among 97,000; AID 704;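 active = inhibition above the screen-wide mean plus 3 SD, cut at about 35% in these data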;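 note: 0% = median DMSO wells and 100% = median Neomycin B control wells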
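System: Cy5-labelled duplex RRE RNA binding fluorescein-labelled HIV Rev peptide; Signal: fluorescein-to-Cy5 FRET, 480 nm excitation; Also added: labelled Rev peptide; Compound: one concentration, 8 µM nominal; Buffer or medium: HEPES pH 7.5 salt buffer with EDTA; Read-out: % inhibition of FRET ratio versus controls; Schedule: 5 min preincubation and 15 min binding, 25 °C.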
Calb biofilm kill = kills Candida albicans biofilms; C. albicans biofilm + clotrimazole, Alamar Blue; inhibition, % at 6 µM; hit rate 0.14% among 85,000;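 active = inhibition above 20%; inactive = inhibition below 20%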;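 note: preformed 24 hr biofilms exposed to compound for 48 hr; 0% = biofilm without compound and 100% = blank killed by clotrimazole plus chlorhexidine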
CYP2C9 act = increases human cytochrome P450 2C9 activity; P11712; recombinant CYP2C9, luciferin-H conversion, luminescence; hits give high values; factor 1 = untreated enzyme, 0 = blocked; activation factor at 5 µM; hit rate 1.4% among 96,000; AID 1024;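 active = activation factor of 2 or more for CYP2C9 at a 5 µM dose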;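 note: 0 = sulfaphenazole-blocked wells and 1 = vehicle-only wells; values of inactives mirror those of a sister screen read the other way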
LYP inh 2 = blocks human PTPN22 phosphatase activity | Q9Y2R2 | hit rate 0.21% among 96,000 | recombinant LYP catalytic domain, DiFMUP fluorescence | inhibition, % at 2 µM;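 active = inhibition at 2 µM at or above a set limit, the screen mean plus 3 SD, cut at about 24% in these data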;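 note: 0% = DMSO with enzyme and 100% = enzyme fully blocked by orthovanadate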
LYP act = LYP (human) phosphatase activation | Q9Y2R2 | recombinant LYP, DiFMUP fluorescence; 0 = plate median, 100 = signal doubled | activation, % at 2 µM | hit rate 0.11% among 96,000 | AID 697;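 active = activation at 2 µM above a set limit, the mean plus 5 SD, cut at about 37% in these data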
PLK1 inh = inhibitors of human PLK1 kinase; P53350; recombinant PLK1 kinase, TR-FRET peptide phosphorylation; inhibition, % at 10 µM; hit rate 0.53% among 97,000; AID 619;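 active = inhibition of 50% or more in the single-concentration screen; inactive = inhibition below 50%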;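 note: 0% = DMSO max control and 100% = H-89 dihydrochloride min control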
EphB4 ephrin blk = antagonists of human EphB4-ephrin-B2 interaction; hit rate 0.15% among 97,000; inhibition, % at 7 µM; P54760; EphB4 LBD / TNYL-RAW-Alexa532 peptide, fluorescence polarization;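 active = inhibition above the screen-wide mean inhibition plus 3 SD, cut at about 15% in these data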;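 note: 0% = DMSO wells and 100% = excess unlabeled TNYL-RAW peptide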
Target sequence (P54760 whole entry, looked up, the tested form may be a part): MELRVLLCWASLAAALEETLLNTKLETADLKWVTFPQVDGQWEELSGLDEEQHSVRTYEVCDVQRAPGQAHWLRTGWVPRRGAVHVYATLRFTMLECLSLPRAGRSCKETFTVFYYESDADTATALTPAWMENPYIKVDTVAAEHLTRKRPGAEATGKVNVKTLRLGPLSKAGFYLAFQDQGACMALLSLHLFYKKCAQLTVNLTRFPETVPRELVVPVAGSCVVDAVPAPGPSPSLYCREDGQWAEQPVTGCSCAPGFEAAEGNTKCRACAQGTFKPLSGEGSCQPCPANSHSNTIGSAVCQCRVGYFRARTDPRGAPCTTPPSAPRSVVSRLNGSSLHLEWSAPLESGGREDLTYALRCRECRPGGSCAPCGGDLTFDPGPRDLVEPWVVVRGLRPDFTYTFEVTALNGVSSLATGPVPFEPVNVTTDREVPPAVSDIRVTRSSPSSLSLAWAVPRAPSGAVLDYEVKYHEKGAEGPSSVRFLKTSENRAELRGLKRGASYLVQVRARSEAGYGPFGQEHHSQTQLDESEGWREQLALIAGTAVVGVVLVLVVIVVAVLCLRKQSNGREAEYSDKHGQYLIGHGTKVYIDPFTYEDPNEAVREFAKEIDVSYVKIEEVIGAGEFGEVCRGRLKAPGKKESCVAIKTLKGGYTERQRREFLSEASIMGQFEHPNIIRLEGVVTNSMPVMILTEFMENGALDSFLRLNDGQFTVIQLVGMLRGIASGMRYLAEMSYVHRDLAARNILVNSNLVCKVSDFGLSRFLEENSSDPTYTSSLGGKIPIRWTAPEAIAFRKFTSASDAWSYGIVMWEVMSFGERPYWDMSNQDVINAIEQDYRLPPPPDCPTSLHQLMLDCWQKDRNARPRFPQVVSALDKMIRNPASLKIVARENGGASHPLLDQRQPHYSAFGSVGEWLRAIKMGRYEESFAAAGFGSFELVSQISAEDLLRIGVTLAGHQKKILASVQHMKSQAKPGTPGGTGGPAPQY
PLK1 PBD inh = Plk1 (human) PBD binding inhibition. Plk1 PBD phosphopeptide binding, fluorescence polarization. P53350. inhibition, %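 (tested at about 20 µM)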. hit rate 0.13% among 97,000; in the data active = inhibition above about 34%, passing the limit was not always enough
CYP2C9 inh = human CYP2C9 inhibition. CYP2C9 Supersomes, luciferin-H conversion, luminescence. P11712. inhibition, % at 5 µM. AID 777. hit rate 20% among 96,000;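 active = blocking of liver enzyme CYP2C9 beyond about 50% at 5 µM, limit read from the data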; note: values of inactives mirror those of a sister screen read the other way
Numbers without * were called inactive; x = no result given.

SMILES	Rev-RRE block	Calb biofilm kill	CYP2C9 act	LYP inh 2	LYP act	PLK1 inh	EphB4 ephrin blk	PLK1 PBD inh	CYP2C9 inh
CCOC(=O)CSc1nnc(Cc2ccccc2)n1-c1cccc(Cl)c1	6	5	0.6	-7	10	0	5	8	35
O=C(Oc1ccccc1C(=O)N1CCOCC1)c1ccccc1	-1	4	1.1	-41	34	-12	-4	6	-11
O=C(OCc1nc2ccc(Cl)cc2n1CCO)c1ccc2c(c1)OCO2	7	x	0.6	-8	8	-5	-2	12	43
S=C(NCCC(c1ccccc1)c1ccccc1)Nc1ccccc1Cl	4	x	0.3	15	-11	-5	3	3	66*
CCCC1O[C@@H]2CC3C4CCC5=CC(=O)C=C[C@]5(C)C4C(OC(C)=O)C[C@]3(C)[C@]2(C(=O)COC(C)=O)O1 (stereo partly drawn)	0	8	x	-14	6	-10	-4	-16	x
COC(=O)C(CCSC)NC(=O)CNS(=O)(=O)c1ccc(Br)cc1 (stereo not drawn)	8	x	0.5	7	-3	0	-1	4	49
CCn1c(SCC(=O)Nc2nc(C)c(C)s2)nnc1-c1cccs1	4	0	x	-8	5	-22	3	-7	x
Cc1c(C#N)c(=O)oc2ccc3ccccc3c12	3	x	0.8	3	-5	-26	-10	11	17
O=C(CSc1ccc2nnc(-c3ccc(F)cc3)n2n1)NCC1CCCO1 (stereo not drawn)	3	-5	1.1	0	-2	17	0	1	-6
CCCn1c(C(O)c2ccc(OCC)cc2)nc2ccccc21 (stereo not drawn)	6	7	0.6	-12	9	-2	-2	46	43
O=S(NCc1ccccc1)C12CC3CC(CC(C3)C1)C2 (stereo not drawn)	12	9	1	-1	0	-1	4	-9	4
Cc1csc(NC(=O)CNS(=O)(=O)c2cccs2)n1	3	0	0.9	-5	3	0	-4	12	14
Cc1ccc(C)c2nc(SCC(=O)N3CCCc4ccccc43)c(C#N)cc12	8	x	0.8	8	-3	-28	2	23	25
COc1cc(NC(=O)C2CC2)c(C(=O)O)cc1OC	4	6	1.1	-6	7	-13	3	3	-7
CCOc1ccc(NC(=O)c2cccc(OC(=S)N3CCC(C)CC3)c2)cc1	5	x	0.3	-4	8	-9	8	-7	74*
COc1ccc(CNc2nc(-c3ccccc3)nn2C(=O)c2cccs2)cc1	22	4	1	-2	-1	1	2	-4	0
Cc1nnc2ccc(N3CCN(c4ccccn4)CC3)nn12	7	15	1.2	-2	-1	-9	4	5	-19
O/N=C1\CCCCc2ccccc21	4	8	1.1	-11	12	1	-3	19	-5
Cc1ccc(NC(=O)CNc2ccc(OC(C)C)cc2)c(C)c1	12	1	x	1	0	-15	6	-9	x
CCOC(=O)c1c(NC(=O)C(F)(OC)C(F)(F)F)sc(C(=O)N2CCCCC2)c1C (stereo not drawn)	4	10	0.2	-8	6	2	-1	-24	76*
O=S1(=O)CCN(Cc2ccc(Cl)c(Cl)c2)CC1	3	x	1	0	4	-12	-11	-10	2
Cc1ccc(-c2noc(CN3CCN(C(c4ccccc4)c4ccccc4)CC3)n2)cc1	12	-6	0.8	16	-13	-8	4	6	22
CC1CCC(NC(=O)c2cnccn2)CC1 (stereo not drawn)	4	4	0.7	4	-2	-2	0	-13	35
CCCNC(=O)COC(=O)c1[nH]c(C)c(C(=O)OCC)c1C	6	8	0.4	0	1	-5	3	-6	64*
Oc1ccccc1-c1cc(-c2cccc(F)c2)n[nH]1	7	3	0.6	-1	2	-7	-16	15	39
Cc1c(C(=O)OCC2CCCO2)[nH]c2c1C(=O)CC(c1ccco1)C2 (stereo not drawn)	-19	-3	0.1	14	-15	-15	0	-13	92*
N=P(N1CCOCC1)(N1CCOCC1)C12CC3CC(CC(C3)C1)C2	3	4	1	-5	2	-11	-2	14	2
COc1ccc(-c2noc(-c3cc4ccccc4oc3=O)n2)cc1	7	x	1	8	-5	-9	6	25	1
COC(=O)[C@H](Cc1ccccc1)NC(=O)NCC1CCCO1 (stereo partly drawn)	4	x	0.9	1	-3	-10	2	2	5
COc1ccc(C(=O)N2CCN=C2SC)cc1OC	9	-1	1	8	-7	6	4	11	-3
COC(=O)Cn1nnc(-c2cccc(OC)c2)n1	-2	7	0.9	-4	3	-7	-6	-31	8
CCOC(=O)c1nnn(-c2nonc2-n2cccc2)c1C	0	-1	0.6	-4	2	-10	-7	12	41
O=C(CCC1CCCCC1)Nc1cccnc1	4	-4	1	-3	5	-10	3	-7	2
Cc1nn(Cc2ccc(Cl)cc2Cl)c(C)c1NC(=O)NC12CC3CC(CC(C3)C1)C2	0	x	0.8	14	-11	-3	7	10	18
CCOC(=O)CCc1c(C)nc(SCC(=O)O)c(C#N)c1C	5	5	0.8	-7	5	-9	-3	2	23
CCC(=O)N/N=C(\C)CC(=O)Nc1ccc2ccccc2c1	-3	x	1.1	-4	7	-5	-3	-10	-10
CCNc1nc(NCC)nc(N2CC(=O)N(CC(=O)OCC)C2=N)n1	0	7	x	11	-10	-10	-8	-33	x
CCOc1ccc(C(=O)CSc2nnc(C3CC3)n2C)cc1	3	-2	x	4	-7	-7	-7	-17	x
c1ccc(Nc2ccccn2)cc1	1	4	1	-1	5	-11	1	0	-4
CCC(=O)Nc1c(C(=O)N2CCCCCC2)cnn1-c1ccc(C)c(C)c1	5	1	1.4	5	-6	-13	4	9	-41
COc1ccc(N2C(=O)CC(S/C(N)=N/N=C(\C)c3cccs3)C2=O)cc1 (stereo not drawn)	0	x	0.6	4	-1	-14	4	-17	44
COc1ccc(-c2onc3ccc(Cl)cc23)cc1	6	x	0.8	-1	1	-12	5	-8	22
CCOC(=O)c1ccccc1NC(=O)c1ccc(N(C)S(C)(=O)=O)cc1	21	1	0.7	10	-8	-15	-1	9	28
CCOC(=O)C1=C(C)NC(=O)NC1	1	x	0.8	-2	5	-5	-2	-14	15
Cc1ccc(Nc2nnc(SCC(=O)Nc3ccc(S(=O)(=O)N4CCOCC4)cc3)s2)cc1	5	1	0.3	0	2	-7	-3	8	74*
O=C(Nc1ccc(N2CCOCC2)cc1N1CCOCC1)c1cccs1	1	4	1	12	-10	-22	-1	-10	-3
COC(=O)c1ccccc1NC(=O)C1CC(=O)N(c2ccc(C)cc2)C1 (stereo not drawn)	14	1	0.4	-10	6	-6	8	-9	57*
Cc1cnc(NC(=O)CSc2nnc(-c3ccncc3)n2C2CCCCC2)s1	9	10	0.6	-4	2	-10	3	-6	44
COc1cccc(-c2csc(N3CCN(C(=O)NC45CC6CC(CC(C6)C4)C5)CC3)n2)c1	-1	5	x	1	-2	-7	4	-7	x
O=S(=O)(NCCc1ccncc1)c1ccc(S(=O)(=O)N2CCCCCC2)cc1	3	-2	0.1	-8	7	-10	2	-6	92*

Next structures:
SMILES	Rev-RRE block	Calb biofilm kill	CYP2C9 act	LYP inh 2	LYP act	PLK1 inh	EphB4 ephrin blk	PLK1 PBD inh	CYP2C9 inh
CC(C)C1N=C2c3ccccc3N=C(SCc3cc(=O)n4ccccc4n3)N2C1=O (stereo not drawn)	-1	4	x	3	0	4	-6	-9	x
Cc1ccc(/C(O)=C2/C(=O)C(=O)OC2c2ccc(Cl)cc2)cc1 (stereo not drawn)	4	-2	0.5	7	-6	-19	3	9	50
COc1cc(NC(=O)Cn2ncc3c2-c2ccccc2OC3)cc(OC)c1OC	6	0	0.6	-6	4	2	-10	13	40
COc1cc(-c2nnc(COC(=O)c3c4c(nc5ccccc35)CCCC4)o2)cc(OC)c1OC	-6	x	0.2	2	3	-17	-9	-19	79*
CCC(=O)N1CCc2cc(S(=O)(=O)NCCC(=O)N3CCc4ccccc4C3)ccc21	6	-1	0.9	-3	2	-12	7	5	13
CCc1ccc(S(=O)(=O)N2CC(=O)Nc3ccccc32)cc1	4	6	1.7	-4	5	-7	-9	-4	-68
Cc1cc(NC(=O)C2C3C(=O)N(CC4CCCO4)C(C(=O)NCc4ccccc4)C34C=CC2(C)O4)no1 (stereo not drawn)	-1	8	x	-8	4	-8	-5	-3	x
CCOC(=O)C(C(=O)OCC)N(C#N)c1nc(OC)nc(N(C)C)n1	-3	2	1.7	-12	13	-1	6	-13	-68
O=S(=O)(Cc1ccccc1)N1CCN(C/C=C/c2ccccc2)CC1	2	7	0.9	0	1	-14	-2	3	14
O=C(CSCC(=O)N1CCCCC1)Nc1nc(-c2cccs2)cs1	6	2	0.7	5	-7	-8	-1	-2	32
O=C(CSc1n[nH]c(-c2cccnc2)n1)Nc1ccccc1	6	3	x	1	0	-6	2	-12	x
O=C(O)C1C2CCC(O2)C1C(=O)NCCC1=CCCCC1 (stereo not drawn)	7	9	1	-15	12	-3	4	-20	5
CCOc1cc(S(=O)(=O)N2CC=C(c3ccc(F)cc3)CC2)c(OCC)cc1-n1cnnn1	0	3	0.1	9	-11	-12	7	-10	93*
CCOC(=O)c1sc(NC(=O)CSc2nnnn2-c2ccc(C)cc2)c(C(=O)OCC)c1C	15	2	0.2	1	-3	-58	5	17	80*
CCOC(=O)C1CCCN(Cc2cccc(Cl)c2)C1 (stereo not drawn)	-1	4	x	7	-8	-5	-3	12	x
CCOC(=O)CSC1=C(C#N)C(c2ccccc2OCC)C(C#N)C(=O)N1 (stereo not drawn)	0	2	0.2	-5	4	-6	-4	-11	78*
Cc1cc(NC(=O)CCN2C(=O)C3C4C=CC(C4)C3C2=O)c2ccccc2n1 (stereo not drawn)	7	3	1.1	1	-3	-9	5	-6	-6
O=C(NC(Cc1ccccc1)C(=O)O)/C(=C\c1ccco1)NC(=O)c1ccc(Br)cc1 (stereo not drawn)	10	x	0.9	5	-2	-14	4	-2	13
O=C(c1cc2ccccc2oc1=O)N(Cc1ccc2c(c1)OCO2)Cc1ccco1	6	10	0.1	2	0	-7	-4	1	92*
CCCCOc1cccc(C(=O)N(Cc2ccco2)C2CCS(=O)(=O)C2)c1 (stereo not drawn)	7	3	0.2	-5	2	-1	3	-14	82*
CC1C(O)=C(c2nc3ccccc3[nH]2)C(=N)N1c1ccccc1 (stereo not drawn)	7	2	1	5	-4	-3	4	1	2
COc1ccc(S(=O)(=O)Cc2ccc(C(=O)N3CCN(c4ccc(Cl)cc4)CC3)o2)cc1	9	-4	0.2	3	-6	-6	2	15	82*
CCn1nc2cc(C(=O)NCc3cc(C(F)(F)F)cc(C(F)(F)F)c3)ccc2c1OC	2	x	0.8	0	3	-5	-10	14	20
CCOC(=O)C1CCN(c2c(NCCCN3CCN(Cc4ccccc4)CC3)c(=O)c2=O)CC1	-3	2	0.8	-8	7	7	-2	-19	16
CC1CCCC(NC(=S)Nc2ccc(SC(F)F)cc2)C1C (stereo not drawn)	-1	-1	1.1	6	-5	-8	5	-3	-6
